Assay outcomes deposited in PubChem BioAssay by Sanford-Burnham Center for Chemical Genomics.
HKDC1 inh: HKDC1 hexokinase inhibitors, primary screen, biochemical, fluorescence, uHTS; inhibition, % at 20 µM; hit rate 0.16% among 340,000; AID 493160, 2011; recombinant HKDC1, G6PDH/diaphorase resazurin coupled fluorescence; Q2TB90;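 active = inhibition above about 35% when tested at 20 µM, limit read from the data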;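 note: plate controls were DMSO wells with enzyme for no effect and DMSO wells lacking enzyme for full effect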
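Assay system: in-house recombinant HK5 (HKDC1) enzyme. Input: HKDC1 at 5 µg/mL. Medium: Tris pH 8.0 buffer with MgCl2, Tween-20, BSA, BME. Dosing: single 20 µM dose. Schedule: 90 min reaction incubation at room temperature, dark. Signal: resazurin-to-resorufin fluorescence via G6PDH and diaphorase coupling, 525/613 nm. Controls: DMSO-enzyme wells negative, buffer-substituted wells positive.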
PfGluPho inh: PfG6PD enzyme inhibitors, primary screen, biochemical, fluorescence intensity, uHTS. glucose-6-phosphate dehydrogenase-6-phosphogluconolactonase (Plasmodium falciparum 3D7). PfGluPho enzyme, NADPH resazurin-diaphorase fluorescence. inhibition, % at 20 µM. hit rate 0.78% among 350,000. AID 504690, 2011;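 active = inhibition reaching at least a set limit at 20 µM in the primary screen, cut at about 59% in these data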;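 note: 0% = DMSO wells with substrate and 100% = DMSO wells lacking glucose-6-phosphate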
hIAP act: human IAP activators, primary screen, biochemical, luminescence, uHTS; AID 2524, 2010; purified human IAP, CDP-Star luminescence, 30 min; stronger effect = higher value; 1 = vehicle-only enzyme, 0 = enzyme-free background; hit rate 0.16% among 330,000; activation factor at 10 µM; Intestinal-type alkaline phosphatase (Homo sapiens), P09923;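 active = activation factor of the enzyme at least 2-fold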; note: the source names both 10 and 20 µM as test concentration; values of inactives mirror those of a sister screen read the other way
Target sequence (P09923 whole entry, looked up): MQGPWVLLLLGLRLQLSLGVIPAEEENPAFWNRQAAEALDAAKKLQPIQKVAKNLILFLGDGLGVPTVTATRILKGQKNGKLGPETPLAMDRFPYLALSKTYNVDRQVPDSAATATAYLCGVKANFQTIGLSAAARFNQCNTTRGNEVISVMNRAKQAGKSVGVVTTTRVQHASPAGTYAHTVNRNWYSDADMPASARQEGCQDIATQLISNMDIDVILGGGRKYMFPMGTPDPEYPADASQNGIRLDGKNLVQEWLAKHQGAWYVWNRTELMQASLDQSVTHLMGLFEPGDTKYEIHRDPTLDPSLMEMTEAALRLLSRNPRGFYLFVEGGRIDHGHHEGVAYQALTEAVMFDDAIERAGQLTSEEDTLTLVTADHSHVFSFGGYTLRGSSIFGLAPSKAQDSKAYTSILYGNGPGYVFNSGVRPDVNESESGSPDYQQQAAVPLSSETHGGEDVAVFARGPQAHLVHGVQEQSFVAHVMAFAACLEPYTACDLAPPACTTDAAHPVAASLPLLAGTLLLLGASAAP
hIAP inh: human IAP inhibitors, primary screen, biochemical, luminescence, uHTS; purified IAP, CDP-Star luminescence, 30 min; inhibition, % at 10 µM; hit rate 0.12% among 330,000;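 active = inhibition reaching a set limit with compound at 10 µM in the primary screen, cut at about 35% in these data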;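 note: plate controls were DMSO wells with enzyme for no effect and no-enzyme buffer wells for full effect; values of inactives mirror those of a sister screen read the other way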
mIAP activ: activators of mouse IAP, primary screen, biochemical, luminescence, uHTS; intestinal alkaline phosphatase [Mus musculus]; muIAP, CDP-Star luminescence, 30 min; stronger effect = higher value; 1 = vehicle-only enzyme signal, 0 = enzyme-free wells; activation factor at 10 µM; hit rate 0.24% among 330,000;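 active = activation factor of at least 2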; note: the source names both 10 and 20 µM as test concentration; values of inactives mirror those of a sister screen read the other way
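Assay system: mouse IAP enzyme; Reagent: CDP-Star chemiluminescent phosphatase substrate; Compound: DMSO-dissolved test compounds; Incubation: 30 min, room temperature; Technique: luminescence from enzymatic CDP-Star hydrolysis; Controls: DMSO-only wells and no-enzyme negative control.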
ATG4B inh: ATG4B protease inhibitors, primary screen, biochemical, fluorescence, uHTS | Cysteine protease ATG4B (Homo sapiens), Q9Y4P1 | ATG4B cleavage of LC3-PLA2, NBD-HPC fluorescence, 1 h | inhibition, % at 8.33 µM | hit rate 0.51% among 340,000; in the data active = inhibition above about 40%
Target sequence (Q9Y4P1 whole entry, looked up): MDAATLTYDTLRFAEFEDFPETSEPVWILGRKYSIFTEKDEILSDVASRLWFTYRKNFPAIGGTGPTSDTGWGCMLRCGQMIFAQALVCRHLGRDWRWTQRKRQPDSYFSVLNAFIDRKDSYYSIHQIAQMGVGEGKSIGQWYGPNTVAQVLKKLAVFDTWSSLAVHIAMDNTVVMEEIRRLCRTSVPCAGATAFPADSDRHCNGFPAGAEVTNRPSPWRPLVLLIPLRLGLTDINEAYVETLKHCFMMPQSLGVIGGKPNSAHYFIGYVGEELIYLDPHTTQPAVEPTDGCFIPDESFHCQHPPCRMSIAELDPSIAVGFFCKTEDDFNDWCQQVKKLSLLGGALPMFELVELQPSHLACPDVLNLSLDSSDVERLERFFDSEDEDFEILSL
A3A deaminase: APOBEC3A ssDNA deaminase inhibitors, primary screen, selectivity assay for APOBEC3G inhibitor project, biochemical, FAM/TAMRA oligo cleavage fluorescence; DNA dC->dU-editing enzyme APOBEC-3A (Homo sapiens), P31941; recombinant A3A, FAM/TAMRA ssDNA deamination fluorescence; inhibition, % at 20 µM; hit rate 0.41% among 330,000; AID 493011, 2011;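 active = at least 40% inhibition at 20 µM here, with at most 30% in a related deaminase screen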;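 note: plate controls were A3A with DMSO for no effect and wells lacking A3A enzyme for full effect; some results filed as inactive read as strong as hits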
Target sequence (P31941 whole entry, looked up): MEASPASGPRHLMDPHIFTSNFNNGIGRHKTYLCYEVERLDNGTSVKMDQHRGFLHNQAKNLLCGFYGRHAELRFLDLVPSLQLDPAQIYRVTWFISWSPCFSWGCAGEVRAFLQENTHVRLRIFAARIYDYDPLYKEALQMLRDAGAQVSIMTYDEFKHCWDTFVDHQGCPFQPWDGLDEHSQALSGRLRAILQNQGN
mIAP inh: inhibitors of mouse IAP, primary screen, biochemical, luminescence, uHTS; hit rate 0.2% among 330,000; inhibition, % at 10 µM; purified mouse IAP, CDP-Star luminescence, 30 min; intestinal alkaline phosphatase [Mus musculus];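 active = inhibition of at least 40% at 10 µM in the primary screen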;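 note: plate controls were DMSO with enzyme for no effect and no enzyme wells for full effect; values of inactives mirror those of a sister screen read the other way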
* = called active by the depositor; . = no result given.

Results follow in this order: HKDC1 inh | PfGluPho inh | hIAP act | hIAP inh | mIAP activ | ATG4B inh | A3A deaminase | mIAP inh
CC1CN(Cc2ccccc2)c2nc3c(c(=O)n(C)c(=O)n3C)n2C1 (stereo not given)
→ 8 | 0 | 0.91 | 9 | 1.1 | -6 | 6 | -6
CCOC(=O)c1cc(-c2ccc(Cl)cc2)nc2c1c(C)nn2CCC#N
→ -3 | 17 | 0.91 | 9 | 0.85 | -5 | 1 | 15
Cc1ccccc1-n1cc(CNC(=O)C2CCC(=O)N(C3CC3)C2)cn1 (stereo not given)
→ -7 | -2 | 0.98 | 2 | 1 | 1 | 3 | -1
C=C1CCC2C(C)(C)[C@H](O)CC[C@@]2(C)[C@@H]1COc1cc(=O)oc2ccccc12 (stereo not given in full)
→ 2 | 10 | 0.91 | 9 | 1 | -22 | -3 | -4
Nc1ccc(-c2nc3ccc(N)cc3s2)cc1
→ 13 | 3 | 0.9 | 10 | 0.99 | 1 | 4 | 1
O=C(Nc1ccc(C(=O)O)cc1)/C(=C\C=C\c1ccccc1)NC(=O)c1cccc(Br)c1
→ 24 | -26 | 0.98 | 2 | 0.91 | 19 | 1 | 9
O=C(CSc1nc2ccccc2[nH]1)c1ccco1
→ 2 | 35 | 0.99 | 1 | 0.96 | 2 | 5 | 4
Cc1ccc(C)c(NC(=O)CCc2nnc3ccc(N4CCCCC4)nn23)c1
→ -4 | -2 | 0.93 | 7 | 1 | 0 | 0 | 0
Cc1ccc(NC(=O)C2c3ccccc3Oc3ccccc32)nc1
→ -6 | 7 | 0.86 | 14 | 1.2 | 4 | -1 | -18
CC(C)[C@@]1(c2ccccc2)ON(c2ccccc2C(F)(F)F)C1=O
→ . | . | 0.91 | 9 | 0.9 | . | -3 | 10
Cc1ccc(C)c(N2CCN(C(=O)c3nn(C)c4c3CS(=O)(=O)c3ccccc3-4)CC2)c1
→ 0 | 6 | 0.98 | 2 | 0.89 | -1 | -7 | 11
Cc1cc2oc(=O)cc(CN3CCC(C)CC3)c2cc1C
→ -2 | 7 | 0.96 | 4 | 0.96 | 2 | -2 | 4
COc1ccccc1CCC(=O)Nc1cc(S(=O)(=O)N2CCCCC2)ccc1N1CCN(C)CC1
→ -1 | 5 | 0.99 | 0 | 1.1 | -4 | 70 | -8
O=C1COc2ccc(S(=O)(=O)NCCc3ccc(Cl)cc3)cc2N1
→ 4 | -22 | 0.97 | 3 | 1 | -9 | -4 | 0
COc1cc(OC)c(OC)cc1/C=N/Nc1ncnc2c1[nH]c1ccc(C)cc12
→ 9 | -7 | 1.2 | -24 | 0.98 | -4 | 10 | 2
Cc1cccc(-c2cc3nc(C)c(C)c(NCCCn4ccnc4)n3n2)c1
→ 4 | 58 | 1.3 | -27 | 1.1 | -22 | 8 | -6
CC(C(=O)Nc1cccnc1)N1C(=O)C2C3C=CC(C3)C2C1=O (stereo not given)
→ 1 | 7 | 0.82 | 18 | 0.98 | -5 | 0 | 2
Cc1cccc(Cc2nnc(CCC(=O)N3CCCC(CN4CCOCC4)C3)o2)c1 (stereo not given)
→ -7 | -4 | 1.1 | -11 | 0.94 | -1 | 0 | 6
COc1ccccc1COCC(O)CN1CCN(S(=O)(=O)c2cccc(F)c2)CC1 (stereo not given)
→ 2 | 7 | 0.94 | 6 | 1.1 | 1 | -1 | -12
CCOc1ccccc1Nc1nc(N)nc(CSc2nccc(C)n2)n1
→ -2 | -2 | 1.3 | -32 | 1.1 | -11 | 6 | -6

Single records (already shown):
Shown for O=C1COc2ccc(S(=O)(=O)NCCc3ccc(Cl)cc3)cc2N1 = HKDC1 inh = 4; PfGluPho inh = -22; hIAP act = 0.97; hIAP inh = 3; mIAP activ = 1; ATG4B inh = -9; A3A deaminase = -4; mIAP inh = 0
Shown for Cc1ccccc1-n1cc(CNC(=O)C2CCC(=O)N(C3CC3)C2)cn1 (stereo not given) = HKDC1 inh = -7; PfGluPho inh = -2; hIAP act = 0.98; hIAP inh = 2; mIAP activ = 1; ATG4B inh = 1; A3A deaminase = 3; mIAP inh = -1
Shown for Cc1cc2oc(=O)cc(CN3CCC(C)CC3)c2cc1C = HKDC1 inh = -2; PfGluPho inh = 7; hIAP act = 0.96; hIAP inh = 4; mIAP activ = 0.96; ATG4B inh = 2; A3A deaminase = -2; mIAP inh = 4

For reference, part of the list above.
Results follow in this order: HKDC1 inh | PfGluPho inh | hIAP act | hIAP inh | mIAP activ | ATG4B inh | A3A deaminase | mIAP inh
Cc1ccc(NC(=O)C2c3ccccc3Oc3ccccc32)nc1
→ -6 | 7 | 0.86 | 14 | 1.2 | 4 | -1 | -18
CC(C)[C@@]1(c2ccccc2)ON(c2ccccc2C(F)(F)F)C1=O
→ . | . | 0.91 | 9 | 0.9 | . | -3 | 10

New compounds follow.
Results follow in this order: HKDC1 inh | PfGluPho inh | hIAP act | hIAP inh | mIAP activ | ATG4B inh | A3A deaminase | mIAP inh
Cc1ccc(S(=O)(=O)N(C)C)cc1NC(=O)COC(=O)/C(=C/c1ccc(F)cc1)c1cccs1
→ 10 | -5 | 1.1 | -14 | 0.92 | 2 | 3 | 8
COc1ccc(N(CC(=O)N2CCN(Cc3ccccc3)CC2)S(C)(=O)=O)cc1OC
→ -6 | 2 | 0.96 | 4 | 1 | 3 | -4 | -2
O/N=C/c1ccc(OCC(O)COc2ccc(/C=N/O)cc2)cc1
→ 0 | -9 | 0.95 | 5 | 1 | -5 | 1 | -4
CCC(C)NC(=O)CC(NS(=O)(=O)c1ccc(C)cc1)c1ccc(OC)cc1 (stereo not given)
→ -13 | 3 | 1.2 | -18 | 0.91 | -3 | 1 | 9
O=C(COC(=O)c1cccc(O)c1)c1ccccc1
→ 0 | 2 | 0.98 | 2 | 0.99 | 4 | 0 | 1
CC1CCCC(C(=O)O)N1C(=O)CCSC(=O)c1ccccc1 (stereo not given)
→ -9 | -6 | 0.99 | 0 | 0.96 | 14 | -2 | 4
Cc1ccccc1CSCCC(=O)NCCC1=CCCCC1
→ 16 | -12 | 1.1 | -7 | 1.1 | 25 | -3 | -9
O=C1OC(C(=O)Nc2ccccc2)Cc2ccccc21 (stereo not given)
→ -9 | -4 | 1.2 | -16 | 1.1 | 5 | -3 | -8
COc1ccc(-c2cc(C(=O)N3CCN(c4cccc(C)c4C)CC3)c3ccccc3n2)cc1OC
→ 3 | 26 | 0.96 | 4 | 0.96 | 3 | -4 | 4
O=S(=O)(/N=C(/Nc1cccc2ccccc12)c1ccccc1)c1ccc(F)cc1
→ -4 | -11 | 1.1 | -7 | 0.95 | 4 | -1 | 5
O=C(CSc1nnc2ccccn12)c1ccc2c(c1)OCCO2
→ -4 | 10 | 1 | -3 | 0.97 | -2 | -5 | 3
O=C(Nc1ccccc1)c1ccccc1NC(=O)C(F)(F)F
→ -3 | -10 | 0.86 | 14 | 0.99 | 0 | 2 | 1
CCC(C)NC(=O)c1ccc(NC(=O)C2=C(C)OCCS2)cc1 (stereo not given)
→ 0 | -8 | 1 | -3 | 1.1 | -3 | 2 | -7
O=C(NCCC1=CCCCC1)c1ccc(Cl)c(S(=O)(=O)N2CCCCC2)c1
→ -5 | -9 | 1.1 | -8 | 0.94 | 2 | 0 | 6
COC(=O)CCNC(=O)Cn1cnc2sc3c(c2c1=O)CCCC3
→ 14 | -15 | 1 | 0 | 1.1 | 1 | -3 | -6
NC(=NC(=O)c1ccccc1)N1CCOCC1
→ -12 | 12 | 1.1 | -9 | 0.95 | 7 | 10 | 5
CN(C)/C=N/c1c(C#N)cnn1-c1ccccc1
→ -10 | 4 | 0.99 | 1 | 0.99 | 1 | -1 | 1
CC(c1ccccn1)N(Cc1ccco1)C(=S)Nc1cccc(F)c1 (stereo not given)
→ 1 | -14 | 0.78 | 22 | 0.85 | 1 | 1 | 15
Cc1ccc(C(=O)N2CCCCC2)cc1S(=O)(=O)N1CCCCCC1
→ -7 | 3 | 1.1 | -7 | 1 | -2 | -2 | -5
CNC(=O)c1c(Cl)cnn1-c1ccc(C)cc1
→ -13 | 18 | 0.95 | 5 | 0.99 | -3 | 3 | 1

Other results.
Compound,HKDC1 inh,PfGluPho inh,hIAP act,hIAP inh,mIAP activ,ATG4B inh,A3A deaminase,mIAP inh
Nc1cc(Cl)ccc1Oc1ccc2ccccc2c1,4,17,1.2,-23,0.88,18,0,12
CC(C)c1ccc(/C=C(\c2nc3ccccc3[nH]2)S(=O)(=O)c2ccccc2)cc1,13,-5,1,-3,1,-11,-2,0
O=C(Nc1ccccc1Br)c1ccccc1-c1ccccc1,-5,-2,0.94,6,0.91,15,-6,9
O=C(COC(=O)c1cc(=O)[nH]c2ccccc12)NCc1cccc(Cl)c1,0,-7,0.96,4,1.1,6,-2,-11
CC(C)N(C)Cc1nnnn1CC(=O)N(C)Cc1cccc(Cl)c1,-4,6,1.2,-25,1,7,0,-3
O=C(Nc1ccc(S(=O)(=O)Nc2ncccn2)cc1)c1cnc(Cl)c(Cl)c1,-5,-2,1,-4,0.97,-2,5,3
CCc1ccc(C(=O)COC(=O)CNC(=O)c2cccs2)cc1,-1,-5,0.93,8,1.1,0,-3,-5
CCc1c(C)sc(NC(=O)CN2CCN(C(=O)c3ccco3)CC2)c1C(=O)OC,4,9,1,0,1,-2,-4,-4
CCOC(=O)c1cnc2c(c(C)nn2C)c1Oc1ccc(OC)cc1,-4,13,1.2,-16,0.98,-12,0,2
Cc1ccc(C(=O)O/N=C\c2ccc(N3CCCCC3)c([N+](=O)[O-])c2)cc1,5,12,0.9,10,0.86,1,-4,14
CCOc1ccc(NC(=O)CN(C)C(=O)c2ccncc2)cc1OCC,-4,5,0.96,4,0.98,1,-2,2
O=C(NC(NCc1ccccn1)(C(F)(F)F)C(F)(F)F)c1ccco1,-9,-3,0.93,7,0.97,3,-4,3
COc1ccccc1C(=O)NCCC(=O)N1CCN(C(=O)c2ccco2)CC1,-2,19,0.9,10,1,-4,-5,0
O=C(c1ccc(Cl)c(S(=O)(=O)N2CCCC2)c1)N1CCN(c2ccccc2)CC1,-6,-5,1,-4,1.1,-7,3,-13
Cc1cccc2c(C(=O)N3CCN(c4ccccn4)CC3)cc(-c3cccc(Br)c3)nc12,-1,11,1.2,-19,0.89,2,2,11
CCOC(=O)N1CCN(Cc2nc3cc([N+](=O)[O-])ccc3n2CC)CC1,-5,9,1,-2,1,-4,6,-1
CC(C)Cc1c(O)nc(SCC(=O)Nc2ccc3c(c2)CCC3)[nH]c1=O,-10,-1,0.95,5,0.93,-6,-4,7
CC1(C)C(=O)OC(c2ccco2)C(C)(C)C1=O (stereo not given),-7,4,1.1,-10,1,0,-3,-2
COCCn1cnc2c1c(=O)n(Cc1ccc(Br)cc1)c(=O)n2Cc1ccccc1,-3,11,0.92,8,0.92,5,0,8
O=C(NC(=S)NC1CCSC1=O)c1cccc([N+](=O)[O-])c1 (stereo not given),-6,8,0.91,9,0.93,-6,-2,7
COc1ccc(CNC(=O)C2CCCN2S(=O)(=O)c2ccc(F)cc2)cc1 (stereo not given),-2,0,1,0,1,-4,3,-2
